Compound activity deposited in PubChem BioAssay by Johns Hopkins Ion Channel Center.
KCNQ2 inh: KCNQ2 potassium channel inhibitors, primary screen, cell-based, CHO-K1, FluxOR thallium flux, B-score (AID 2156) | 310,000 compounds, 1.1% hits | 20 min; hits give low values | O88943 | B-score at 10 µM;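 active = fluorescence ratio B-score at most minus 3 library SDs, with starting brightness B-score within 2 library SDs, cut at about -5.5 in these data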
Target sequence (O88943 whole entry, looked up): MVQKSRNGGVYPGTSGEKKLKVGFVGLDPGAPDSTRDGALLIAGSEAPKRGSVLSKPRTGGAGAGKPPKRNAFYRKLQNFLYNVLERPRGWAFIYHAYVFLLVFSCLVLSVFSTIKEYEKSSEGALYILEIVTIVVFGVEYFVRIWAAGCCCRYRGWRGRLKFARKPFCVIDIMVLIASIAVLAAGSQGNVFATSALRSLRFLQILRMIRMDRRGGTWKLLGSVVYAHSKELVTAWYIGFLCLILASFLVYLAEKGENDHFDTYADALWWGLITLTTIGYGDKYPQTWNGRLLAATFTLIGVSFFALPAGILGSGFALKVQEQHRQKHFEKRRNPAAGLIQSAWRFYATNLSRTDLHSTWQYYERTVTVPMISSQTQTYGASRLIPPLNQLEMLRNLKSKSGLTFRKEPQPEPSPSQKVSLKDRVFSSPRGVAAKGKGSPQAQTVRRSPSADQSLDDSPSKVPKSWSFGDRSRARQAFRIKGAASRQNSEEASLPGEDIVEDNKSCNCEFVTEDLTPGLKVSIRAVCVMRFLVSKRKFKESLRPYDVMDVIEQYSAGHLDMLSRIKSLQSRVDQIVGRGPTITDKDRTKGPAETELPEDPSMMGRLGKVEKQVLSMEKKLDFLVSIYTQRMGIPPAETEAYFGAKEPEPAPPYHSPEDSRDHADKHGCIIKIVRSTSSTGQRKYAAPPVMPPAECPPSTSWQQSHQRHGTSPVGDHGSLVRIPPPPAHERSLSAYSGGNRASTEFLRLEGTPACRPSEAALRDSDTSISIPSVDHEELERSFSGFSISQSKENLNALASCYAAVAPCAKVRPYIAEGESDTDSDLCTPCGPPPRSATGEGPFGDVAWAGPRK
Kir21 block: inhibitors of mouse Kir2.1 inward-rectifier potassium channel. P35561. HEK293-Kir2.1, FluxOR thallium flux fluorescence; hits give low values. B-score at 10 µM. 310,000 compounds, 0.85% hits;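 active = fluorescence ratio B-score at or below minus 3 SD of library scores, with starting-brightness B-score within 2 SD, cut at about -4.2 in these data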;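 note: channel flux triggered by added potassium and thallium sulfate stimulus; B-score of peak minus minimum fluorescence over baseline after thallium stimulus; more negative B-score means stronger Kir2.1 block with less thallium influx; some compounds called inactive have numbers as strong as hits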
CHT inh: inhibits the human high affinity choline transporter; 310,000 compounds, 0.86% hits; Q9GZV3; B-score at 10 µM; CHT-expressing cells, membrane potential dye, choline response; hits give low values;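 active = B-score over 3 SD under the library average, and starting fluorescence ratio not unusually high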;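 note: choline stimulus applied at its EC90 after an EC20 pre-addition; B-score computed on integrated fluorescence ratio after choline addition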
An asterisk follows results filed as active; i = inactive.

SMILES	KCNQ2 inh	Kir21 block	CHT inh
COc1ccc(NC(=O)N2CCC(C(=O)c3ccc4c(c3)OCCO4)CC2)cc1	i	-1	i
COc1ccc(/C=N/Nc2ccc(C(=O)O)cc2)cc1OC	i	-0.14	i
O=C(CS(=O)c1ccc(F)cc1)N1CCOCC1 (configuration not stated)	i	-0.9	i
Cc1nn(-c2ccccc2)c(C)c1NC(=O)COC(=O)Cc1cccc(C(F)(F)F)c1	i	-0.24	i
CC1CC2(C)Oc3ccccc3CC2C(C)C1CNCCCN(C)C (configuration not stated)	i	-3.8	i
CCN1CCN(CCCN(Cc2ccco2)C(=S)Nc2ccccc2Cl)CC1	i	0	i
O=C(O)c1ccccc1C(=O)NCC(O)COCC1CC=CCC1 (configuration not stated)	i	0.88	i
Cc1ccc(S(=O)(=O)NNC(=O)c2cnn(-c3ccc(Cl)cc3)c2C(F)(F)F)cc1	i	1.4	i
Cc1nc2ccc(NS(=O)(=O)c3ccc(C)c(C)c3)cc2s1	i	-0.02	i
O=C(/C=C/c1ccccc1)Nc1cccnc1	i	2.5	i
COc1ccc(-c2csc(NC(=O)/C(N=Nc3ccccc3)=C(\C)O)n2)cc1	i	3.2	i
COc1cc(C(=O)OCC(=O)NC(N)=O)cc(CN2C(=O)c3ccccc3C2=O)c1OC	i	0.08	i
O=C(CSc1ccc([N+](=O)[O-])cn1)Nc1ccc2[nH]c(=O)[nH]c2c1	i	-0.77	i
O=C(CCSc1nc(-c2ccco2)cc(C(F)(F)F)n1)NCc1cccs1	i	1.1	i
O=c1oc(-c2ccco2)nc2sc3c(c12)CCCC3	i	-0.78	i
CC(C)c1cc(C(=O)O)on1	i	-1.5	i
O=C(Cn1ccc2ccccc21)Nc1ccc2c(c1)OCO2	i	-1.4	i
Nc1ccc(C(=O)N/N=C/c2cn(Cc3ccccc3F)c3ccccc23)cc1	i	-1.8	i
O=C(Nc1cccnc1)c1cccc(S(=O)(=O)N2CCCCC2)c1	i	-0.06	i
CC1=C(C#N)CCC(=O)N1Cc1ccc(C)cc1	i	0.15	i
CCOc1ccc(NS(=O)(=O)c2ccc3c(c2)oc(=O)n3C)cc1	i	-1.8	i
O=C(Cc1ccc(F)cc1)NCCc1ccc(F)cc1	i	-0.55	i
COC(=O)c1ccc(C(=O)OC)c(NC(=O)CCc2ccc(C)o2)c1	i	1.3	i
Cc1cc(NS(=O)(=O)c2ccc(NC(=O)CCN3C(=O)c4ccccc4C3=O)cc2)no1	i	0.94	i
CN(c1ccc(C(=O)NCc2ccccn2)cc1)S(C)(=O)=O	i	-0.01	i
COc1cc(CC(=O)Nc2ccc3c(c2)CCC3)cc(OC)c1OC	i	0.59	i
CC(C)C(=O)n1nc(-c2cccnc2)nc1NCc1cccs1	i	0.32	i
COc1cc2c(cc1OC)-c1cc(OCCN3CCOCC3)nc(=O)n1CC2	i	-1.4	i
Cc1ccc(C(=O)COC(=O)c2cccc(N3C(=O)c4c(C)nc5ccccc5c4C3=O)c2)cc1C	i	-1.2	i
CCC1OC2(C)OC(=N)C1(C#N)C(C#N)(C#N)C2c1ccccc1 (configuration not stated)	i	-0.21	i
CCN(CC)S(=O)(=O)c1ccc(OC)c(NC(=O)c2ccc(OC)c([N+](=O)[O-])c2)c1	i	-2.2	i
CCOc1ccc(N(CC(=O)Nc2ccc(C)c(F)c2)C2=NC3CS(=O)(=O)CC3S2)cc1 (configuration not stated)	i	-0.24	i
O=C(O)c1ccc(S(=O)(=O)/N=C2\C=C(Nc3ccccc3F)C(=O)c3ccccc32)cc1	i	0.01	i
CCN1C(=O)[C@H]2[C@@H](c3ccc(-c4ccc(Cl)c(Cl)c4)cc3)N[C@@](CC(C)C)(C(=O)OC)[C@H]2C1=O	i	-1.2	i
CCN(CC)c1nc(N)c2c(N)nc3c(c2c1C#N)CC(c1ccccc1)O3 (configuration not stated)	i	-1.2	i
CCOC(=O)N1CCN(C(=O)c2ccc3c(c2)sc2nc(-c4ccc(OC)cc4)cn23)CC1	i	-0.26	i
C#CCOc1ccc2ccccc2c1/C=C(/C#N)c1ccc(C(=O)O)cc1	i	0.79	i
Nc1c(C(=O)NCc2ccccc2)sc2nc(N3CCOCC3)c3c(c12)CCCC3	i	-0.92	i
COc1ccc(N2C(N)=C(C#N)C(c3cccnc3)C3=C2CC(C)(C)CC3=O)cc1 (configuration not stated)	i	0.02	i
O=C(CSc1nnc(-c2ccco2)n1-c1ccccc1)NCCc1ccccc1	i	0.47	i
O=S(=O)(O)c1nc2ccccc2n1CCOc1ccccc1	i	0.25	i
CC(C)C1Oc2ccccc2C(=O)N(CC(=O)c2ccc3c(c2)OCCO3)C1=O (configuration not stated)	i	0.4	i
Cn1ncc(Cl)c1C(=O)NCc1cc(C(C)(C)C)n[nH]1	i	-1.6	i
O=S(=O)(c1ccc(F)cc1)N1CCN(c2ccc(F)cc2)CC1	i	0.64	i
CCOCC(O)CS(=O)(=O)c1ccccn1 (configuration not stated)	i	-0.61	i
O=C(O)/C(=C\c1cn(-c2ccccc2)nc1-c1ccc(Cl)cc1)NC(=O)c1ccccc1	i	1.6	i
COCCCNC(=S)N1CCN(S(C)(=O)=O)CC1	i	2.6	i
Cc1ccnc(NS(=O)(=O)c2ccc(NC(=O)c3cc(=O)c4ccccc4o3)cc2)n1	i	-0.88	i
CCN(C(=O)Cn1cnc2cc([N+](=O)[O-])ccc2c1=O)C1CCS(=O)(=O)C1 (configuration not stated)	i	1.6	i
Cc1cc(Cl)c(S(=O)(=O)N2CCN(c3cccc(C)c3C)CC2)cc1OCC(N)=O	i	0.88	i
CC(=O)c1cccc(N/C=C\C(=O)c2ccc(C)cc2)c1	i	0.55	i
O=C(Nc1ccc(Cl)cc1)Nc1ccccc1C(=O)NCc1ccco1	i	2	i
Cc1ccc2nc(-c3cccc(N)c3)[nH]c2c1	i	0.03	i
FC(F)(F)c1ccc(NCc2ccccn2)nc1	i	1.6	i
c1ccc(-c2cnc(SCCN3CCOCC3)n2CC2CCCO2)cc1 (configuration not stated)	i	0.97	i
N#C/C(=C\c1cn(-c2ccccc2)nc1-c1ccccc1)S(=O)(=O)c1ccccc1	i	1.8	i
COc1cc(NS(=O)(=O)c2cccc3nsnc23)cc(OC)c1	i	-0.35	i
O=C(NCc1ccccc1)c1cc(-c2ccncc2)nc2ccc(S(=O)(=O)N3CCOCC3)cc12	i	0	i
CO/N=C/CC(=O)Nc1ccc(F)cc1F	i	-0.56	i
CCc1nnc(NC(=O)Cc2ccc(OC)cc2)s1	i	-0.85	i

Further compounds follow:
SMILES	KCNQ2 inh	Kir21 block	CHT inh
CC(=O)Cc1nsc(NC(=O)c2csc3c2CCCC3)n1	i	-1.9	i
Cn1cccc1C(=O)NC1CCCCC1	i	0.91	i
Cc1ccc(S(=O)(=O)N(C)C)cc1NC(=O)COC(=O)c1c(C)noc1C	i	0.64	i
O=C(c1ccc(CN2CCOCC2)cc1)N1CCN(c2ccccc2)CC1	i	1.3	i
Cc1ccc(S(=O)(=O)c2nc(S(=O)(=O)c3ccc(C)cc3)c(NCc3ccco3)s2)cc1	i	-2.7	i
Cc1cc(C)nc(NC(=O)NS(=O)(=O)N2CCCCCC2)n1	i	-0.08	i
CCCCC(C(=O)NC(C)(C)C)N(Cc1ccco1)C(=O)c1snc(C(N)=O)c1N (configuration not stated)	i	0.72	i
COc1ccc(Br)cc1CNC(=O)C1CCCN(c2nc3ccccc3o2)C1 (configuration not stated)	i	1.3	i
O=C(COC(=O)/C=C/c1nc2ccccc2s1)Nc1cccc2ccccc12	i	-0.32	i
Cc1[nH]c2ccccc2c1CCN(Cc1cccs1)C(=S)NC(C)(C)C	i	0.14	i
C=CCNc1nc(Cl)nc(Nc2ccc([N+](=O)[O-])cc2)n1	i	0.21	i
Cc1ccccc1OCC(O)CNC1CCC(NCC(O)COc2ccccc2C)CC1 (configuration not stated)	-7.7*	-5.5*	i
COc1cc2ccccc2cc1C(=O)NC(=S)Nc1ccc(C(=O)O)cc1	i	0.31	i
CCCOc1cc(CC(=O)NCc2ccco2)ccc1OC	i	-0.36	i
COc1ccccc1N(CCC#N)C(=O)CSc1nc(-c2ccccc2)cn1N	i	0.78	i
CCOc1ccc2oc(C(=O)OCC(=O)NC(=O)NC3CCCC3)c(C)c2c1	i	-1.4	i
COC(=O)c1ccc(COC(=O)c2[nH]c(C)c(C(C)=O)c2C)o1	i	0.17	i
CCOCC(=O)Nc1cc(C(=O)Nc2cc(C)cc(C)c2)ccc1Cl	i	1.4	i
CCCCC1C2=C(CC(C)(C)CC2=O)OC2=C1C(=O)CC(C)(C)C2	i	-0.6	i
Cc1cccc(C)c1NC(=O)CNC(=O)C1CC(=O)N(Cc2ccccc2)C1 (configuration not stated)	i	0.08	i
CCOC(=O)c1nnc(-c2ccccc2)nc1Oc1ccccc1Cl	i	1.7	i
CCn1c(SCCC#N)nnc1-c1ccncc1	i	-1.4	i
CCOC(=O)N1CCN(Cc2nc3cc(NC(C)=O)ccc3n2C)CC1	i	-0.14	i
COc1cccc(OCCCCN2CCCCC2)c1	i	0	i
CCCc1cc(=O)oc2cc(C)cc(OCC(=O)N3CCC(C(N)=O)CC3)c12	i	-1.3	i
CCOc1ccccc1NC(=O)Nc1ccsc1C(=O)OC	i	-0.09	i
CN(CCC1CCOCC1)C(=O)CC1C(=O)NCCN1Cc1c(F)cccc1Cl (configuration not stated)	i	-0.02	i
CC(C)Nc1nc(NC(C)C)nc(Oc2ccc(=O)n(C)n2)n1	i	0.05	i
COc1cc(/C=N/NC(=O)C2=NNC(=O)C2C)ccc1O (configuration not stated)	i	-0.46	i
O=C(NCCCNC(=O)c1c(F)cccc1F)c1c(F)cccc1F	i	0.61	i
O=C(Nc1cccc(F)c1)c1cc(S(=O)(=O)N2CCC(C(=O)O)CC2)ccc1F	i	-1.7	i
O=C(Nc1ccccc1C(=O)NC(Cc1ccccc1)C(=O)NC1CCCCC1)c1ccccc1 (configuration not stated)	-7.2*	-0.02	i
COC(=O)/C(=C/c1ccco1)NC(=O)c1ccccc1	i	0.63	i
COc1cccc(NC(=O)Cc2nc(-c3ccccc3)sc2-c2ccc(C)cc2)c1	i	-1.1	i
COc1ccc(CNC(=O)C2CC(c3ccccc3[N+](=O)[O-])=NO2)cc1 (configuration not stated)	i	-0.69	i
O=C(CSc1ccccc1)NN1C(=O)c2ccccc2C1=O	i	0.03	i
COc1ccc(NC(=O)C2CCCN(S(=O)(=O)c3ccc4[nH]c(=O)ccc4c3)C2)cc1OC (configuration not stated)	i	-0.33	i
CCOC(=O)CSc1nnc(NC(=O)CN2CCN(C=O)CC2)s1	i	0.88	i
CCOC(=O)c1cnc(Nc2nc3ccccc3o2)nc1C	i	0.51	i
Cc1ccc(OCCCCn2c(CO)nc3ccccc32)cc1	i	-0.66	i

With a hit mark in KCNQ2 inh, of those listed so far:
SMILES	KCNQ2 inh	Kir21 block	CHT inh
Cc1ccccc1OCC(O)CNC1CCC(NCC(O)COc2ccccc2C)CC1 (configuration not stated)	-7.7*	-5.5*	i
O=C(Nc1ccccc1C(=O)NC(Cc1ccccc1)C(=O)NC1CCCCC1)c1ccccc1 (configuration not stated)	-7.2*	-0.02	i

The listing continues.
SMILES	KCNQ2 inh	Kir21 block	CHT inh
CCOC(=O)C(=O)Nc1nc(-c2ccccc2)c(CC)s1	i	-0.15	i
Cc1ccccc1-n1nc(-c2cccnc2)cc1C(=O)N/N=C/c1ccncc1	i	0.65	i
Cc1ccc(C(=O)NCC2CCCN2S(=O)(=O)c2cccs2)cc1C (configuration not stated)	i	-2.6	i
CC(c1ccon1)N(C)C(=O)CCc1nnc(CCCCc2ccccc2)o1 (configuration not stated)	i	0.59	i
CCOC(=O)CSc1nc(-c2ccccc2)cc(C(F)(F)F)n1	i	0.26	i
CC1c2ccccc2SC(CCCN(C)C)c2ccccc21 (configuration not stated)	i	-3.5	i
N#CCCN1CCN(S(=O)(=O)c2cc(Cl)ccc2Cl)CC1	i	0.53	i
O=C(Cc1sc(Nc2ccccc2)nc1-c1ccccc1)NCc1ccccn1	i	0.6	i
O=C(CN1CCOCC1)Nc1ccc(Oc2ccccc2)cc1	i	-0.25	i
O=C(CSc1nc2ccccc2s1)N/N=C/c1cc([N+](=O)[O-])ccc1O	i	-1.7	i
CN(C)S(=O)(=O)c1cccc(NC(=O)COC(=O)c2cc(=O)[nH]c(=O)[nH]2)c1	i	-0.41	i
COc1cc([N+](=O)[O-])ccc1NC(=S)NC(=O)CC(C)(C)C	i	-1.7	i
COc1ccc(/C=N/NC(N)=S)cc1	i	-0.33	i
O=C(CCc1ccccc1)NNC(=S)NC(=O)c1ccccc1	i	-0.61	i
CCN(CC)CCN(C(=O)c1ccccc1OC)c1nc2ccc(F)cc2s1	i	-1.1	i
CCOC(=O)N1CCN(S(=O)(=O)N2CCCC(C(=O)NCCc3ccc(C)cc3)C2)CC1 (configuration not stated)	i	0.01	i
CCn1c(C)[n+](CC)c2ccc(S(=O)(=O)N(C)C)cc21	i	-0.26	i

Record cards (already shown).
O=C(Nc1ccc(Cl)cc1)Nc1ccccc1C(=O)NCc1ccco1 reads KCNQ2 inh: i; Kir21 block: 2; CHT inh: i
O=C(COC(=O)/C=C/c1nc2ccccc2s1)Nc1cccc2ccccc12 reads KCNQ2 inh: i; Kir21 block: -0.32; CHT inh: i
CCOC(=O)N1CCN(Cc2nc3cc(NC(C)=O)ccc3n2C)CC1 reads KCNQ2 inh: i; Kir21 block: -0.14; CHT inh: i
